High-throughput results deposited in PubChem BioAssay by several laboratories.
UHRF1 MBD2 ctr: blocks human UHRF1 binding to methylated DNA; 370,000 tested, 0.75% active; UHRF1 binding to methylated oligo, TR-FRET; inhibition, % at 4.4 µM; Q96T88; in the data active means inhibition above about 21%;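 further: UHRF1 SRA domain binding a hemimethylated CpG hairpin DNA probe; 0% = median of test compound wells and 100% = reference inhibitor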
Target sequence (Q96T88 whole entry, looked up, the tested form may be a part): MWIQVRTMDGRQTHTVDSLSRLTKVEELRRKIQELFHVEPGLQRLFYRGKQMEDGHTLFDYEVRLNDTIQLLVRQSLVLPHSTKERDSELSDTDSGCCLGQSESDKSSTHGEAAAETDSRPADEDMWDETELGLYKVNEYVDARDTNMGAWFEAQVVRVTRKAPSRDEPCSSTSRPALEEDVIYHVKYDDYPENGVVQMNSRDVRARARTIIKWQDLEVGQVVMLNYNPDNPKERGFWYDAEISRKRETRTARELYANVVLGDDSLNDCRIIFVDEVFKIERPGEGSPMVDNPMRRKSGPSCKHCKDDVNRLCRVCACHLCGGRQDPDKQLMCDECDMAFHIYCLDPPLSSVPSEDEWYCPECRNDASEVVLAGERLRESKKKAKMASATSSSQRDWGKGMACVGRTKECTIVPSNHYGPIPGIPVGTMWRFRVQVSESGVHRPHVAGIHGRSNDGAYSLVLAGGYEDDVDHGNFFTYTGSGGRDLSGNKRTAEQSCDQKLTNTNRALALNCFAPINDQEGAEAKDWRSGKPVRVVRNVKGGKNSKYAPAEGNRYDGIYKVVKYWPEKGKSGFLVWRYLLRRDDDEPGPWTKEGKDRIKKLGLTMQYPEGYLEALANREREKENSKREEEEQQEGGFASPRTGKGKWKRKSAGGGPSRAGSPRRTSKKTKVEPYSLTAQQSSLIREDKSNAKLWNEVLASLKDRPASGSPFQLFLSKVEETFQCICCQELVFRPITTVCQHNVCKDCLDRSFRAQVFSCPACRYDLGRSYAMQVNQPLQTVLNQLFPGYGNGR
ASAP1 inh: blocks human ASAP1-stimulated Arf1 GTP hydrolysis. Q9ULH1. GDP FP detection. inhibition, % at 16.5 µM. 360,000 tested, 0.19% active. AID 624377; in the data active means inhibition above about 25%;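 further: 0% = vehicle with enzyme and substrate and 100% = no enzyme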
Rev-erbA mod: modulators of human Rev-erb alpha DNA binding; P20393; Rev-erbα–FITC-DNA binding, fluorescence polarization, 90 min; activity, % at 10 µM; 370,000 tested, 0.79% active;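 active means activity above about 14%, limit read from the data; passing the limit was not always enough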;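 further: 0% = DMSO wells with 35 nM protein and 100% = DMSO wells with 750 nM protein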
DDE Tn6 FP inh: DD(E)-Tn6 binding inhibition, primary FP screen; P02675; Fibrin DD(E) TRITC-Tn6 fluorescence polarization displacement; inhibition, % at 8.3 µM; 370,000 tested, 0.21% active; AID 720509;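 active means inhibition above a per-campaign cutoff: mean of compounds within control limits plus 3 SD, cut at about 15% in these data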;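 further: 0% = median of all compound wells on the plate and 100% = blocking peptide control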
PLC-gamma1 inh: blocks human PLC-gamma1 enzyme activity; P19174; purified PLC-gamma1, fluorogenic substrate, fluorescence; inhibition, % at 12.2 µM; 370,000 tested, 0.84% active; in the data active means inhibition above about 9.5%
PLC-beta3 inh: PLC-beta3 (human) inhibition, primary screen. 370,000 tested, 0.18% active. AID 720704. inhibition, % at 12.2 µM. Purified PLC-beta3, fluorogenic substrate, fluorescence. Q01970; in the data active means inhibition above about 11%;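 further: 0% = median of compound wells on plate and 100% = full blocker control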
sPLA2-III inh: Inhibits HGIII-sPLA2 liposome hydrolysis, primary screen; inhibition, % at 12.2 µM; QFRET BODIPY PC-A2 liposome hydrolysis, fluorescence; Q9NZ20; 370,000 tested, 0.56% active; AID 743126;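 active means inhibition above mean plus 3 SD of compounds lying within the high and low control bounds, cut at about 19% in these data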;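 further: 0% = median of test compound wells and 100% = no enzyme DMSO wells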
DDE Tn7 FP inh: inhibitors of Tn7 peptide binding to human fibrin DD(E); P02675; FP displacement of FITC-Tn7 peptide from fibrin DD(E); 0% = median of compound wells per plate; inhibition, % at 8.3 µM; 370,000 tested, 0.13% active; AID 720508;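 active means inhibition above the mean of compounds falling within the control limits plus 3 SD of them, cut at about 14% in these data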;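 further: 0% = plate median of compound wells and 100% = 10 µM Aha-Tn7 peptide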
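assay system = human clot-derived fibrin DD(E) complex | quantity = Fibrin-DD(E) at 2 µM final | timing = 10 min preincubation, 3 h with tracer, room temperature | signal = fluorescence polarization | measure = percent inhibition | benchmarks = high control wells with 10 µM unlabelled Aha-Tn7 peptide (full inhibition) | replicates = singlicate testing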
ARFGAP1 inhibitor: inhibitors of rat ARFGAP1; inhibition, % at 16.5 µM; Arfgap1-stimulated ARF1 GTP hydrolysis, GDP FP detection; AID 651572; Q62848; 360,000 tested, 0.26% active;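 active means inhibition above a per-plate limit, mean inhibition of low control wells plus 3 SD, cut at about 25% in these data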;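 further: 0% = DMSO wells with enzyme and 100% = wells lacking Arfgap1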
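system = rat Arfgap1 catalytic domain, aa 1-136 | technique = FP, GDP Alexa 633 tracer displaced from anti-GDP antibody, 620/688 nm | compound = one concentration, 16.5 µM, DMSO 1.26% | medium = HEPES-based buffer, pH 7.5 | timing = compound-enzyme preincubation 20 min, reaction 120 min, detection 60 min, 25 °C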
proKLK7 act: activates the human kallikrein-7 zymogen | P49862 | purified proKLK7, EDANS-DABCYL substrate fluorescence; 100% is mature enzyme control, 0% vehicle | activation, % at 7 µM | 370,000 tested, 0.9% active | AID 652039;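 active means activation above the mean of all tested compounds plus 3 SD, computed per campaign excluding outliers beyond control limits, cut at about 13% in these data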
Target sequence (P49862 whole entry, looked up): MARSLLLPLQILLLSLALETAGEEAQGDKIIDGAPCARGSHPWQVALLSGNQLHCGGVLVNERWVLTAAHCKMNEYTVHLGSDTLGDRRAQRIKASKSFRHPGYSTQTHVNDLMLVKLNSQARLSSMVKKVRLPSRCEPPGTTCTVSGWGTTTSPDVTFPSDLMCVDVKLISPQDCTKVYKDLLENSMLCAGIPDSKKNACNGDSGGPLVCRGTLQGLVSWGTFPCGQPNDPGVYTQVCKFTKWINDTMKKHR
Active calls of the source: *.

#	SMILES	UHRF1 MBD2 ctr	ASAP1 inh	Rev-erbA mod	DDE Tn6 FP inh	PLC-gamma1 inh
1	CC(c1ccccc1)c1nnc(NC(=O)c2ccc3c(c2)OCO3)s1 (stereo not given)	2	0	1	1	-2
2	O=C(Nc1ccccc1-c1ccccc1)c1ccc(=O)[nH]n1	-1	10	-3	4	1
3	Cc1ccc(NC(=O)c2ccccc2OCc2ccc([N+](=O)[O-])cc2)nc1	-1	-15	0	-2	-2
4	O=S(=O)(Nc1nc2ccccc2nc1NCc1ccco1)c1ccccc1	-1	3	-3	5	-15
5	S=C(Nc1ccccc1)N(Cc1ccccc1)Cc1ccncc1	1	3	3	2	1
6	CC(=O)Nc1c(C(=O)N2CCCCCC2)cnn1-c1ccccc1Cl	-2	-10	-4	1	3
7	O=C(NC1CC2CCCC(C1)N2Cc1ccc(F)cc1)c1ccc(F)cc1 (stereo not given)	2	5	0	-2	3
8	CCCCNc1c(N2CCN(C(=O)OCC)CC2)c(=O)c1=O	-2	-1	-2	9	3
9	NC(=O)c1ccccc1OCC(=O)N1CCC(Cc2ccccc2)CC1	2	1	-3	-5	0
10	COc1cc(NC(=O)C2CCN(c3cnccn3)CC2)cc(OC)c1OC	0	-4	-3	-2	-24
11	CC(/C=C/c1ccccc1)=N/NC(=O)c1cccc(Br)c1	-6	8	-6	-2	-4
12	CCOc1ccc(OCC)c(S(=O)(=O)NCc2ccc3c(c2)OCO3)c1	0	12	1	0	0

#	PLC-beta3 inh	sPLA2-III inh	DDE Tn7 FP inh	ARFGAP1 inhibitor	proKLK7 act
1	-5	5	-4	11	0.1
2	-3	-40	1	-5	0.0
3	0	-3	-3	-8	0.0
4	-22	-23	-1	1	0.8
5	-3	-1	-4	6	0.1
6	1	3	-11	9	0.8
7	-5	0	0	10	-0.1
8	0	1	-2	1	-0.1
9	-5	9	-2	3	-1.0
10	-46	3	-2	-11	-0.1
11	-4	-5	1	-11	-0.8
12	1	-7	-5	1	-0.4

Rewritten screen by screen: part of the list above
11. CC(/C=C/c1ccccc1)=N/NC(=O)c1cccc(Br)c1
1. CC(c1ccccc1)c1nnc(NC(=O)c2ccc3c(c2)OCO3)s1 (stereo not given)
10. COc1cc(NC(=O)C2CCN(c3cnccn3)CC2)cc(OC)c1OC
assay / entry	11	1	10
UHRF1 MBD2 ctr	-6	2	0
ASAP1 inh	8	0	-4
Rev-erbA mod	-6	1	-3
DDE Tn6 FP inh	-2	1	-2
PLC-gamma1 inh	-4	-2	-24
PLC-beta3 inh	-4	-5	-46
sPLA2-III inh	-5	5	3
DDE Tn7 FP inh	1	-4	-2
ARFGAP1 inhibitor	-11	11	-11
proKLK7 act	-0.8	0.1	-0.1

New compounds follow.
#	SMILES	UHRF1 MBD2 ctr	ASAP1 inh	Rev-erbA mod	DDE Tn6 FP inh	PLC-gamma1 inh
13	O=C(NCC(c1cccs1)N1CCOCC1)c1cn(-c2ccccc2)nc1-c1ccc(F)cc1 (stereo not given)	2	-4	9	2	1
14	O=C(Cn1c(NCCO)nc2ccccc21)NCC(F)(F)F	-1	-1	5	1	1
15	O=C(c1ccco1)N1CCN(S(=O)(=O)c2ccc(S(=O)(=O)NC3CCCC3)cc2)CC1	3	3	-2	-1	0
16	O=C(COc1ccc([N+](=O)[O-])cc1)NN=C1CCCC1	0	4	-1	6	1
17	CCOc1cc(C=C(C(=O)OC)C(=O)OC)ccc1OCc1ccc([N+](=O)[O-])cc1	8	-1	3	-9	0
18	CC(=O)n1cc([C@H]2C=C(C(=O)N3CCN(Cc4ccccc4)CC3)O[C@@H](OCc3ccc(CO)cc3)C2)c2ccccc21	3	-9	5	-12	-6
19	COC(=O)c1ccc(C)c(NC(=O)CN(c2ccccc2)S(=O)(=O)N(C)C)c1	1	2	0	2	0
20	COc1cccc(-c2ccc3nnc(SCC(=O)Nc4ccc(NC(C)=O)cc4)n3n2)c1	7	6	-3	2	-3
21	CCOC(=O)N1CCC(N(CCN(C)C)C(=S)Nc2ccccc2C)CC1	-1	0	-4	4	-2
22	CCc1nc2sc3c(c2c(=O)o1)CCCC3	-1	0	0	3	-1
23	CC(C)C[C@H]1CNC(=O)C(=O)N1C[C@@H]1CCCN1C[C@H](Cc1ccccc1)N1C[C@H](CC(C)C)N(CCc2ccccc2)C(=O)C1=O	4	-9	1	-5	-1
24	Cc1ccc2cc3c(nc2c1)N(c1ccccc1)CC3	-1	-1	8	6	-54

#	PLC-beta3 inh	sPLA2-III inh	DDE Tn7 FP inh	ARFGAP1 inhibitor	proKLK7 act
13	-4	3	-4	3	0.1
14	-7	11	7	9	-0.1
15	2	-8	-3	0	-0.1
16	5	6	-2	0	0.3
17	1	0	4	14	-0.2
18	-8	-27	-7	21	2.5
19	-1	2	2	15	-0.1
20	-11	14	-2	5	1.0
21	2	-8	5	4	-0.1
22	-7	-1	1	-8	-0.2
23	0	5	-1	-2	0.8
24	-76	2	6	-5	-14

(list continues)
#	SMILES	UHRF1 MBD2 ctr	ASAP1 inh	Rev-erbA mod	DDE Tn6 FP inh	PLC-gamma1 inh
25	COc1ccc([N+](=O)[O-])cc1NS(=O)(=O)c1ccc(C(=O)N2CCCC2)cc1	0	14	2	-2	0
26	COc1ccc(OC(F)(F)F)cc1CC1(C)C(=O)Nc2ccc(-c3ccsc3)cc21 (stereo not given)	4	7	10	0	8
27	CCOCCc1nnc(NC(=O)C(CC)c2ccccc2)s1 (stereo not given)	-3	10	-2	-5	-1
28	CCN(CC)c1ccc(NC(=O)c2ccc3c(c2)c(C)c(C)n3C)cc1	-4	9	4	2	-13
29	COC(=O)Cc1csc(NC(=O)c2ccc3ncsc3c2)n1	-3	4	1	9	-21
30	CCc1cc(C(=O)c2ccccc2OC)c(N)s1	3	10	0	-10	-4
31	COc1ccc2c(COC(=O)c3ccc(C)c(S(=O)(=O)N4CCOCC4)c3)cc(=O)oc2c1	-1	8	21*	-8	-42
32	O=C(CSc1cccc[n+]1[O-])Nc1ccc(C(F)(F)F)cc1[N+](=O)[O-]	1	-2	2	3	1
33	COc1cc(C2NC(=O)NC(c3ccccc3)=C2C(C)=O)cc([N+](=O)[O-])c1O (stereo not given)	-1	2	-3	-3	-2
34	O=C1OC(Cc2ccncc2)C(O)=C1C1=NCCCN1 (stereo not given)	2	2	-3	7	-3
35	O=C1c2ccccc2[C@@H]2C[C@H](NC34CC5CC(CC(C5)C3)C4)[C@@H](O)CCN12	3	4	-11	2	-2
36	Cc1ccnc(NC(=O)c2ccccc2NC(=O)c2ccc(Cl)cc2Cl)c1	3	1	4	2	0

#	PLC-beta3 inh	sPLA2-III inh	DDE Tn7 FP inh	ARFGAP1 inhibitor	proKLK7 act
25	-1	-7	0	7	-0.7
26	-3	5	-3	14	-1.2
27	-2	-5	-6	-2	0.0
28	-16	2	2	0	-5.8
29	-30	-3	1	-7	-0.7
30	-13	9	-2	14	0.6
31	-66	-2	0	-3	-0.4
32	-12	-18	-12	-6	0.2
33	-4	0	-3	1	-1.1
34	-3	16	1	-3	-0.3
35	0	3	1	4	0.2
36	-8	3	-1	9	-0.6

Gathered by group, the entries above containing two or more sulfur atoms
#	SMILES	UHRF1 MBD2 ctr	ASAP1 inh	Rev-erbA mod	DDE Tn6 FP inh	PLC-gamma1 inh
15	O=C(c1ccco1)N1CCN(S(=O)(=O)c2ccc(S(=O)(=O)NC3CCCC3)cc2)CC1	3	3	-2	-1	0
29	COC(=O)Cc1csc(NC(=O)c2ccc3ncsc3c2)n1	-3	4	1	9	-21

#	PLC-beta3 inh	sPLA2-III inh	DDE Tn7 FP inh	ARFGAP1 inhibitor	proKLK7 act
15	2	-8	-3	0	-0.1
29	-30	-3	1	-7	-0.7

Continuation.
#	SMILES	UHRF1 MBD2 ctr	ASAP1 inh	Rev-erbA mod	DDE Tn6 FP inh	PLC-gamma1 inh
37	CC(NC(=O)c1ccccc1)C(=O)Nc1ccccc1 (stereo not given)	1	3	-2	1	2
38	CCOC(=O)N1CCN(Cc2cn[nH]c2-c2ccc(-c3ccccc3)cc2)CC1	1	-2	1	13	1
39	CCCCNC(=O)CSc1nnc(NC(C)=O)s1	3	-11	-2	1	-2
40	O=C(C[C@@H]1C/C=C\C[C@H](NC(=O)OCC2c3ccccc3-c3ccccc32)C(=O)OC[C@@H]2CCCN2C1=O)NCCO	-1	-17	2	-2	-1
41	CCOc1cc(/C=C(/C#N)C(=O)Nc2ccc(O)cc2)cc(Br)c1O	-4	-27	25	-6	-4
42	N#CC1(C#N)OC12CCS(=O)(=O)c1ccccc12 (stereo not given)	1	-4	0	-1	-5
43	CCOc1ccc(/C=N/NC(=O)CN2CCCCCCC2)cc1	0	-1	-2	7	2
44	COC(=O)C1=CN(c2ccc(OC)cc2OC)C(N)=C(C#N)C1c1cccc([N+](=O)[O-])c1 (stereo not given)	0	13	3	2	4
45	CCOC(=O)N1CCC(NC(=O)c2cc3c(=O)[nH]c4ccccc4c3n2C)CC1	0	-5	4	-4	-1
46	CCC(C)c1ccc(OCC(=O)Nc2ccc3[nH]c(=O)[nH]c3c2)cc1 (stereo not given)	-3	15	4	-6	1
47	CC(=O)C1(O)CCC2C3CCC4CC(O)CCC4(C)C3C(=O)CC21C (stereo not given)	5	-17	-4	-10	2
48	COc1ccc(S(=O)(=O)N(C)C[C@@H]2Oc3ccc(NC(=O)Nc4c(C)noc4C)cc3C(=O)N([C@H](C)CO)C[C@@H]2C)cc1	0	-2	-3	0	-4

#	PLC-beta3 inh	sPLA2-III inh	DDE Tn7 FP inh	ARFGAP1 inhibitor	proKLK7 act
37	0	10	-2	1	-1.0
38	1	-2	4	-5	0.0
39	3	-2	9	-4	0.2
40	-2	-2	-2	-12	1.2
41	-12	-6	-3	-5	0.6
42	-9	5	2	0	-0.2
43	-1	-1	0	14	0.0
44	3	-4	-6	1	0.4
45	-3	0	-5	9	0.6
46	1	-2	2	1	-0.4
47	2	8	-3	12	-1.4
48	1	-18	-1	-2	0.8

Following part
#	SMILES	UHRF1 MBD2 ctr	ASAP1 inh	Rev-erbA mod	DDE Tn6 FP inh	PLC-gamma1 inh
49	CCOC(=O)N1CCN(C(=O)c2ccc3c(=O)n(-c4cc(OC)ccc4OC)c(=S)[nH]c3c2)CC1	-2	-12	-6	-1	-2
50	COc1ccc(CCN(C)C2CCCN(C(=O)CCSC)C2)cc1OC (stereo not given)	-2	6	-2	10	2
51	CN(C)CCNC(=O)C(=O)Nc1cc2c3c(c1)CCN3C(=O)CC2	2	-2	1	0	3
52	CCOC(=O)C1=C(C)N=C2SC(C)C(=O)N2C1/C=C/c1ccccc1OC (stereo not given)	0	14	-2	-8	-3

#	PLC-beta3 inh	sPLA2-III inh	DDE Tn7 FP inh	ARFGAP1 inhibitor	proKLK7 act
49	-5	-1	-2	20	0.9
50	-4	-2	8	-5	-0.8
51	-3	7	1	2	0.1
52	-4	-11	-5	0	0.9
